Scp-1 inhibitor = blocks human Scp-1 phosphatase activity; Recombinant Scp1, phosphopeptide, malachite green phosphate absorbance; Q9GZU7; AID 493091; inhibition, % at 20 µM; actives 0.88% (n = 340,000);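 active = inhibition above about 50% at 20 µM, limit read from the data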;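 note: plate controls were DMSO wells with enzyme for no effect and wells lacking enzyme for full effect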
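Test system: SCP-1 phosphatase catalytic domain, residues 76-261; measured by: colorimetric phosphate reagent with accelerator and stabiliser, absorbance at 630 nm; timing: enzyme reaction 45 min at room temperature, colour 5 min, stabilisation 30 min; also added: Phosphorylated 17-residue peptide substrate; compound dosing: one concentration, 20 µM, with 1.0% DMSO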
STEP inh = inhibitors of human striatal-enriched phosphatase STEP; AID 588621; inhibition, % at 20 µM; P54829; recombinant STEP, OMFP fluorogenic substrate, fluorescence; actives 0.25% (n = 360,000);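 active = inhibition at 20 µM, scaled per plate between control wells, above about 37%, limit read from the data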;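 note: 0% = DMSO with enzyme and substrate and 100% = substrate only without enzyme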
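System: STEP (striatal-enriched tyrosine phosphatase) enzyme, cell-free; medium: Bis-Tris pH 6.0 buffer with DTT, detergent; dosing: 20 µM, 1% DMSO; times: reaction 20 min, ambient temperature; detection: fluorescence, 480/540 nm; read-out basis: normalized % inhibition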
MsrA act = activators of bovine methionine sulfoxide reductase A; activation, % at 10.6 µM; purified bovine MsrA, absorbance read-out; actives 0.3% (n = 360,000); in the data active = activation above about 7.5%;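 note: 0% = vehicle and 100% = reference activator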
DNMT1 block = inhibitors of human DNMT1; actives 0.83% (n = 360,000); DNMT1 molecular beacon, Hinp1I cleavage, fluorescence; P26358; inhibition (reported as % activation of signal), % at 10 µM; in the data active = inhibition above about 50%
LMPTP inh = blocks human LMPTP phosphatase; actives 0.22% (n = 360,000); inhibition, % at 20 µM; recombinant LMPTP-A, OMFP fluorogenic substrate, fluorescence intensity;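 active = compounds that cut the enzyme signal by at least half of the control window in the single-dose screen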;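 note: plate controls were DMSO wells with enzyme plus substrate for no effect and substrate without enzyme for full effect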
Target sequence (P24666 whole entry, looked up): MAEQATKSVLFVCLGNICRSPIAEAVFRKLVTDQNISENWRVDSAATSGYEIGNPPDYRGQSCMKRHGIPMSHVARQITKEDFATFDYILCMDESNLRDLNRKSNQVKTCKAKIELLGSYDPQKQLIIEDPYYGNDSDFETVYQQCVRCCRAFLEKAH
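Material: LMPTP-A; amount: 0.625 nM enzyme; doses: single 20 µM dose; times: reaction 50 min, room temperature, dark; technique: fluorescence intensity of OMFP turnover product; benchmarks: no-enzyme and uninhibited controls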
Tb MetRS inh = blocks T. brucei methionyl-tRNA synthetase activity; actives 0.4% (n = 360,000); inhibition, % at 11.9 µM; purified T. brucei MetRS, ATP depletion, Kinase-Glo luminescence; AID 624268;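 active = inhibition above a per-plate cutoff of the control wells' mean inhibition plus 3 SD, cut at about 5.5% in these data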;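 note: 0% = DMSO wells median and 100% = median of wells with control inhibitor compound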
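Assay system: T. brucei methionyl-tRNA synthetase, purified | Medium: HEPES buffer with MgCl2, KCl, DTT, spermine, BSA, pyrophosphatase | Compound: 11.9 µM single point | Incubation: 15 min enzyme-compound preincubation, 2 h reaction, 10 min detection, 25 °C | Measured by: Kinase-Glo luciferase luminescence reporting remaining unconsumed ATP | Measure: % inhibition normalized to control-well medians | Replication: Singlicate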
NRP1-CendR mod = modulators of CendR peptide binding to human neuropilin-1; inhibition, % at 25 µM; FAM-RPARPAR peptide binding to NRP-1, fluorescence polarization; actives 0.85% (n = 360,000);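 active = inhibition or corrected inhibition above about 18%, plus a signal ratio from 0.5 to 1.5, limit read from the data, passing the limit was not always enough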; note: strong numbers were not always called active
E coli Lon inh = inhibitors of E. coli Lon protease. P0A9M0. inhibition, % at 7.94 µM. actives 0.42% (n = 360,000). purified E. coli Lon protease, fluorescence polarization; in the data active = inhibition above about 13%, passing the limit was not always enough;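 note: 0% = enzyme with probe and DMSO and 100% = no enzyme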
Target sequence (P0A9M0 whole entry, looked up): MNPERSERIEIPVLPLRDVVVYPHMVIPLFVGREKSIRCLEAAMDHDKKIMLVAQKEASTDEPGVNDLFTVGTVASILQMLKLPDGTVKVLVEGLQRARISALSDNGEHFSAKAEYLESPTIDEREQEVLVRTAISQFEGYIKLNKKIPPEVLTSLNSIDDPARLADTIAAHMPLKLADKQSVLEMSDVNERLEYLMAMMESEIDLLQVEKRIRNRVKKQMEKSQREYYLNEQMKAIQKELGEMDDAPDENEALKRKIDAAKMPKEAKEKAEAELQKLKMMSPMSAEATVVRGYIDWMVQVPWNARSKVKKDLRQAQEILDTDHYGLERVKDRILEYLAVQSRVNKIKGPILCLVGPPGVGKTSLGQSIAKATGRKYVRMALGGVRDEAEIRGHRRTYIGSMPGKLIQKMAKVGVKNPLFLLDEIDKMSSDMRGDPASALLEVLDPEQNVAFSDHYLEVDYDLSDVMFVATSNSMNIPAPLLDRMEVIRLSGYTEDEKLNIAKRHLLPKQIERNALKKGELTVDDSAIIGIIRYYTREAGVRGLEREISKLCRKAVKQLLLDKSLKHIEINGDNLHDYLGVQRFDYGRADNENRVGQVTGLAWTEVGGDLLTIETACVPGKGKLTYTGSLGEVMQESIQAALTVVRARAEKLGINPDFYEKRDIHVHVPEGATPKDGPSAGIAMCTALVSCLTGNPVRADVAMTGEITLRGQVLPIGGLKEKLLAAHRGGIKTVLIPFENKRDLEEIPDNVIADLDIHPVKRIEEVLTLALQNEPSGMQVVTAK
SUMO1-SIM PPI = modulators of human SUMO1-mediated protein-protein interactions; actives 0.33% (n = 360,000); inhibition, % at 20 µM; SUMO1 binding to a labelled peptide, TR-FRET, 1 h; in the data active = inhibition above about 37%
Target sequence (P63165 whole entry, looked up): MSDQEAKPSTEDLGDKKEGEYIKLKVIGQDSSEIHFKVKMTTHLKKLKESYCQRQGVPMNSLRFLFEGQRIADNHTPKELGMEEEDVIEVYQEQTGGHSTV
MsrA inh = inhibitors of bovine MsrA | purified bovine MsrA, absorbance read-out | inhibition, % at 15.5 µM | actives 0.75% (n = 360,000) | AID 651718; in the data active = inhibition above about 4.5%;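 note: 0% = vehicle wells with enzyme and 100% = reference inhibitor wells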
An asterisk follows results filed as active; / = no result given. Rows are unselected (roughly 4.3% active in at least one column).

entry	Compound	Scp-1 inhibitor	STEP inh	MsrA act	DNMT1 block	LMPTP inh
1	Cc1cc(=O)c2c(o1)CC(C)(C)CC2=O	-4	0	-1	2	-1.8
2	NS(=O)(=O)c1cccc(NC(=O)C2CC(=O)N(Cc3ccco3)C2)c1 (centres undefined)	-7	-4	2	-2	-1.7
3	COc1ccc(/C(C)=N/NC(=O)c2ccc(NS(=O)(=O)c3cccs3)cc2)cc1	1	0	-1	0	-0.8
4	CN(Cc1ccc(F)cc1Cl)S(=O)(=O)c1cccs1	-11	0	-2	1	2.3
5	COc1ccc2ncn(-c3ccccc3)c2c1	0	-1	-3	4	-0.5
6	Cc1nn(-c2ccc(Cl)cc2)c(NC(=O)C(C)C)c(-c2ccccc2)c1=O	-7	-1	0	1	-0.9
7	CCc1nc2c(OCc3ccc(C(=O)N(C)C)cc3)cccn2c1N(C=O)Cc1ccccc1	/	0	-4	-1	-0.7
8	O=C1CSC(c2ccccc2F)N1CCN1CCCCC1 (centres undefined)	-18	-21	-1	3	-1.6

entry	Tb MetRS inh	NRP1-CendR mod	E coli Lon inh	SUMO1-SIM PPI	MsrA inh
1	-1.1	-4	-2	-9	-0.1
2	0.0	-1	10	2	-1.0
3	1.6	-1	-2	1	1.8
4	0.3	-13	-7	3	0.5
5	-0.1	-2	-6	-4	-0.6
6	-0.1	-2	-14	-6	-1.0
7	-0.3	-14	-2	5	-0.9
8	-0.5	11	-6	2	0.7

Remaining list, next part:
entry	Compound	Scp-1 inhibitor	STEP inh	MsrA act	DNMT1 block	LMPTP inh
9	CCc1ccc(/C=N/Nc2ncnc3nc[nH]c23)cc1	-5	2	-4	0	-0.2
10	O=C1CCN(Cc2ccccc2)CCN1[C@H](CSc1ccccc1)Cc1ccccc1	-1	1	-3	2	-0.3
11	CCOc1ccc(NC(=S)N2CCC(C(N)=O)CC2)cc1	-2	0	-8	3	-1.2
12	COCc1ccc(C(=O)N(C)C2CCCN(Cc3ccccc3F)C2)o1 (centres undefined)	-9	2	-8	1	0.0
13	COc1ccc(CNC(=O)COC(=O)c2ccccc2OCC(=O)Nc2ccc(SC(F)F)cc2)cc1	7	1	-5	25	0.4
14	COc1ccc(NCc2ccc([N+](=O)[O-])s2)c(OC)c1	-1	-3	-2	-11	-0.2
15	CCn1c2ccccc2c2cc(/C=N/n3c(-c4cc(C)[nH]n4)n[nH]c3=S)ccc21	4	0	1	-4	4.1
16	COc1ccc(NC(=O)CSc2ccc3nnc(-c4cccnc4)n3n2)cc1OC	-2	-2	-2	-2	-1.2

entry	Tb MetRS inh	NRP1-CendR mod	E coli Lon inh	SUMO1-SIM PPI	MsrA inh
9	-0.6	6	7	-11	2.0
10	-0.3	16	-1	4	-0.1
11	-1.3	1	-11	2	-0.6
12	-0.4	-3	6	3	-0.1
13	-0.3	2	-6	18	0.3
14	-0.5	6	-2	-20	1.6
15	-0.4	-6	-7	10	2.6
16	-0.4	8	2	-3	1.5

3 entries from above, ordered by formula weight, ascending:
entry	Compound	Scp-1 inhibitor	STEP inh	MsrA act	DNMT1 block	LMPTP inh
9	CCc1ccc(/C=N/Nc2ncnc3nc[nH]c23)cc1	-5	2	-4	0	-0.2
11	CCOc1ccc(NC(=S)N2CCC(C(N)=O)CC2)cc1	-2	0	-8	3	-1.2
13	COc1ccc(CNC(=O)COC(=O)c2ccccc2OCC(=O)Nc2ccc(SC(F)F)cc2)cc1	7	1	-5	25	0.4

entry	Tb MetRS inh	NRP1-CendR mod	E coli Lon inh	SUMO1-SIM PPI	MsrA inh
9	-0.6	6	7	-11	2.0
11	-1.3	1	-11	2	-0.6
13	-0.3	2	-6	18	0.3

Random excerpt: 4 compounds from above
entry	Compound	Scp-1 inhibitor	STEP inh	MsrA act	DNMT1 block	LMPTP inh
16	COc1ccc(NC(=O)CSc2ccc3nnc(-c4cccnc4)n3n2)cc1OC	-2	-2	-2	-2	-1.2
9	CCc1ccc(/C=N/Nc2ncnc3nc[nH]c23)cc1	-5	2	-4	0	-0.2
12	COCc1ccc(C(=O)N(C)C2CCCN(Cc3ccccc3F)C2)o1 (centres undefined)	-9	2	-8	1	0.0
14	COc1ccc(NCc2ccc([N+](=O)[O-])s2)c(OC)c1	-1	-3	-2	-11	-0.2

entry	Tb MetRS inh	NRP1-CendR mod	E coli Lon inh	SUMO1-SIM PPI	MsrA inh
16	-0.4	8	2	-3	1.5
9	-0.6	6	7	-11	2.0
12	-0.4	-3	6	3	-0.1
14	-0.5	6	-2	-20	1.6

(listing goes on)
entry	Compound	Scp-1 inhibitor	STEP inh	MsrA act	DNMT1 block	LMPTP inh
17	COc1ccccc1Nc1ccc(C(=O)NCc2cccs2)cn1	0	2	-1	5	0.4
18	CCN1C(=O)/C(=C\c2cccn2-c2ccc([N+](=O)[O-])cc2)N(CC)C1=S	0	3	-3	11	-0.8
19	COc1cccc(C(C(=O)NCc2ccco2)N(C(=O)Cn2nnc3ccccc32)C2CC2)c1OC (centres undefined)	-7	-2	-3	2	-2.0
20	CCCNC(=O)NC(=O)COC(=O)c1cccc(NS(=O)(=O)c2ccc(F)c(F)c2)c1	-13	-2	-1	-2	-0.1
21	O=C(OCn1nnc2ccccc2c1=O)C1CCCCC1	-4	-5	2	0	-2.8
22	Cc1cc(OC(C)C(=O)NCCCN2CCOCC2)ccc1Cl (centres undefined)	-3	0	-3	2	-3.4
23	CCc1ccccc1N(CC(=O)NCCSCc1ccco1)S(C)(=O)=O	7	-1	-6	0	0.3
24	CC1(C)Oc2ccc(NC(=O)c3ccco3)cc2O1	1	2	1	1	-0.4

entry	Tb MetRS inh	NRP1-CendR mod	E coli Lon inh	SUMO1-SIM PPI	MsrA inh
17	-0.2	-2	1	1	-0.7
18	-0.2	-2	-6	-4	0.6
19	1.1	2	-10	2	-1.4
20	0.4	3	-1	4	-0.1
21	-0.3	9	-3	-3	0.8
22	0.6	6	-2	0	-0.1
23	-1.1	-1	-1	2	-0.8
24	-0.1	11	2	0	-0.5

Next section.
entry	Compound	Scp-1 inhibitor	STEP inh	MsrA act	DNMT1 block	LMPTP inh
25	Cc1ccc(CNC(=O)C2CCN(S(=O)(=O)c3cccnc3)CC2)cc1	0	-3	-2	-1	-2.3
26	Cc1cc2c(cc1C)NC(c1c(C)n(C)n(-c3ccccc3)c1=O)C1=C(CC(C)(C)CC1=O)N2 (centres undefined)	1	2	-10	-2	0.5
27	N#CCCN1CCN(C(=S)c2ccc(-c3cccc(Cl)c3)o2)CC1	-4	4	-4	-8	1.6
28	Cc1cc(-n2cccn2)ccc1CN1CCN(CC(C)C)C(CCO)C1 (centres undefined)	2	6	-3	-2	0.6
29	CCN(CC)c1ccc(S(=O)(=O)N(CC)CC)cc1NC(=O)c1cccnc1	-5	-6	-2	0	-1.0
30	CCOC(=O)N1CCC(=NNC(=O)COc2ccc(OC)cc2)CC1	-4	2	-6	-1	-1.1
31	CNC(=O)c1sc(NCc2ccccc2OC)nc1C	-5	2	-3	3	-0.1
32	CCCCNC(=O)C1c2ccccc2Oc2ccccc21	-12	1	-4	7	-1.1

entry	Tb MetRS inh	NRP1-CendR mod	E coli Lon inh	SUMO1-SIM PPI	MsrA inh
25	-0.1	6	6	4	-0.7
26	-1.6	7	20*	-21	1.4
27	0.7	-13	-5	-21	0.8
28	-0.2	-7	1	4	-0.1
29	-0.1	-5	-7	2	-0.2
30	-0.8	-8	-6	1	-0.5
31	-0.7	-1	-12	-2	0.5
32	-0.4	10	-3	-1	1.0

The results go on.
entry	Compound	Scp-1 inhibitor	STEP inh	MsrA act	DNMT1 block	LMPTP inh
33	COc1cc(=O)n2c(-c3ccccc3)csc2n1	-7	-2	-5	1	0.2
34	COc1ccccc1-c1cc(C(F)(F)F)n2ncc(C(=O)N3CCc4ccccc4C3)c2n1	-10	0	-1	-3	5.7
35	Cc1ccc(NCc2nnc(SCC(=O)O)n2-c2ccc(C)cc2)cc1	1	0	-4	-1	-0.3
36	N#Cc1cccc2cnccc12	6	-2	-4	3	-0.7
37	Cc1ccc(Oc2ccc(C(=O)NCc3ccncc3)cc2)cc1	-1	2	3	-6	-0.1
38	Cc1ccccc1S(=O)(=O)N1C[C@H]2CON(C)[C@H]2C[C@H]1c1cccc(Oc2ccccc2)c1	0	-1	-2	-2	0.7
39	COc1ccc(CCN2C(=O)CSC2c2ccc(F)cc2)cc1 (centres undefined)	-10	-1	0	-4	0.4
40	CCNc1nc(NCC)n2c(SCC(=O)Nc3ccc(OC(F)F)cc3)nnc2n1	68*	2	-2	49	4.3

entry	Tb MetRS inh	NRP1-CendR mod	E coli Lon inh	SUMO1-SIM PPI	MsrA inh
33	-0.6	2	2	3	-0.8
34	-0.1	19	-6	-2	-0.7
35	-0.8	4	-13	0	2.1
36	0.1	10	-7	-14	0.7
37	-0.7	-2	3	-2	1.7
38	-0.3	5	-11	5	0.7
39	-0.9	9	8	2	0.9
40	-0.3	-3	0	20	0.0

Continued:
entry	Compound	Scp-1 inhibitor	STEP inh	MsrA act	DNMT1 block	LMPTP inh
41	Cc1ccc(OCC(=O)OCCN2C(=O)c3ccccc3C2=O)cc1C	-11	0	0	-3	0.4
42	CCOC(=O)N1CCN(C(=O)c2cnn3c(C(F)F)cc(-c4ccc(C)cc4)nc23)CC1	-5	2	-4	-3	-1.6
43	CC(C)OC(=O)c1ccc(COc2ccc3ccc(=O)oc3c2)o1	-5	3	-2	1	-0.4
44	COc1cc(C(=O)Nc2ccc(C)cc2)c2ccccc2n1	1	0	0	0	1.9
45	CC(C)CCNC(=O)CCc1nnc2ccc(N3CCC(C)CC3)nn12	-4	-1	-10	1	-0.5
46	CCCCNC(=O)C(NC(=O)c1ccc(=O)[nH]c1)C(=O)c1ccccc1 (centres undefined)	/	-4	-3	-2	-1.5
47	CCOc1ccccc1NC(=O)CCn1c(=O)oc2ccccc21	-8	-2	0	1	-1.9
48	O=C(CCCn1c(=O)[nH]c2ccsc2c1=O)N1CCN(c2ccccn2)CC1	-6	-1	0	3	5.5

entry	Tb MetRS inh	NRP1-CendR mod	E coli Lon inh	SUMO1-SIM PPI	MsrA inh
41	-0.8	6	-14	-5	-0.9
42	-0.9	20*	-1	-12	-0.5
43	-0.1	8	-7	-6	0.9
44	-0.1	0	16	-2	0.4
45	-2.0	-4	1	1	-0.2
46	-0.5	0	-10	2	1.4
47	-0.1	13	0	-3	-0.8
48	0.4	7	9	-4	0.2
